Screening results (PubChem)
MITF inh = inhibitors of human MITF; O75030; AlphaScreen MITF homodimerization, bead proximity signal; inhibition, % at 2.6 µM; 650,000 tested, 0.91% active; in the data active = inhibition above about 50%;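 note: 0% = vehicle wells with protein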
Target sequence (O75030 whole entry, looked up): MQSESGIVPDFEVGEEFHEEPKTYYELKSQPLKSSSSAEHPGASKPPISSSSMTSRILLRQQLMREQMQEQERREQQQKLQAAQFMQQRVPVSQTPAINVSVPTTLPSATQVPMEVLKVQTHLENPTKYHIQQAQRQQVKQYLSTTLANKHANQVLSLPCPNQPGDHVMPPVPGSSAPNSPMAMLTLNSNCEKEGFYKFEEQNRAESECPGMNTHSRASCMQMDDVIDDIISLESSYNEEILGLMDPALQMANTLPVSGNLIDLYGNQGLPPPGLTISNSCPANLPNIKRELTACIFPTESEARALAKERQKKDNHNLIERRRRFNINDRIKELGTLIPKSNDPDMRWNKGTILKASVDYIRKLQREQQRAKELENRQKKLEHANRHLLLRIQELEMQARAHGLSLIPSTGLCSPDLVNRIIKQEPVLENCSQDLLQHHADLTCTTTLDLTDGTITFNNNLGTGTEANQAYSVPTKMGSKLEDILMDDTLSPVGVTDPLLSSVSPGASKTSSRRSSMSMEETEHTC
FBW7 activator = activators of human E3 ligase FBW7 | 650,000 tested, 0.13% active | normalized activity (activation), % at 26.1 µM | AlphaScreen FBW7–phospho-cyclin E peptide binding, activator screen | AID 1259310 | Q969H0; in the data active = normalized activity above about 1.9%;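 note: purified mutant Fbw7 with reduced substrate affinity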
GPR151 ag = activators of human GPR151. activation, % at 11.2 µM. 650,000 tested, 1% active. AID 1508602. Q8TDV0. PathHunter beta-arrestin GPR151 cells, luminescence; in the data active = activation above about 4.9%;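 note: 0% = median of compound wells and 100% = cells with positive control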
Target sequence (Q8TDV0 whole entry, looked up): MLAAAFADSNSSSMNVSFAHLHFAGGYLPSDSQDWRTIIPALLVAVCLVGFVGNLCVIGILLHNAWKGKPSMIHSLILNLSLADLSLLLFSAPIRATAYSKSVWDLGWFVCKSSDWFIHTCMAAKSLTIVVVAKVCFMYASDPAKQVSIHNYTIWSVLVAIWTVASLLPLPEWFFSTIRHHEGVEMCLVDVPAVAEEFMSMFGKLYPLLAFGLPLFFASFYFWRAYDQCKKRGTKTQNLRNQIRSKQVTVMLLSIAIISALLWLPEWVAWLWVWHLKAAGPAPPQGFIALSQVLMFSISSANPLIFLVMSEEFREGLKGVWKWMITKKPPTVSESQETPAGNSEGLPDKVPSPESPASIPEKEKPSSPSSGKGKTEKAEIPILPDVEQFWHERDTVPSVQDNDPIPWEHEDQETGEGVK
TEAD-YAP inh = TEAD-YAP interaction inhibition. AID 1259422. inhibition, % at 9.12 µM. 640,000 tested, 1.4% active. HEK-TIYL cells, TEAD-Gal4/YAP UAS-luciferase luminescence; in the data active = inhibition above about 32%;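 note: 0% = median of test compound wells and 100% = reference inhibitor wells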
An asterisk follows results filed as active.

entry	Molecule	MITF inh	FBW7 activator	GPR151 ag	TEAD-YAP inh
1	CS(=O)(=O)NCc1ccccc1	15	0.4	-1.2	-1
2	Cc1cccc(NC(=O)Cn2cccc2)c1	4	0.1	-0.8	5
3	CC1(C)CC(=O)C2=C(C1)c1onc(N)c1C2Cc1ccccc1 (configuration not stated)	-14	0.0	2.6	-4
4	CCC(=O)N1CCc2ccc(NC(=O)CCc3ccccc3)cc2C1	13	0.0	0.0	-14
5	O=C(CNC1CCCCCC1)Nc1ccccc1N1CCCCC1	41	0.3	3.0	-5
6	CCOC(=O)c1c(NC(=O)CSc2nnc(CNC(=O)COc3ccccc3)n2CCc2ccccc2)sc2c1CCC2	-11	-0.2	1.5	-2
7	Cc1ccc(CNS(=O)(=O)c2cn(C)cn2)cc1	-3	0.2	0.2	-7
8	N#Cc1c(-c2ccc(F)cc2)cc(-c2cccs2)nc1SCc1ccc(Cl)c(Cl)c1	1	-0.1	-2.2	-2
9	CCN1CCN(C(c2cccs2)C(C)NC(=O)C(=O)NCc2ccccc2OC)CC1 (configuration not stated)	14	0.0	-0.5	7
10	Cc1ccc(N2C(=O)C3C(C2=O)C2C=CC3C23CC3)cc1C (configuration not stated)	5	0.0	-0.6	6
11	CCCCCCCC1CCC(c2ccc(C(=O)CCN(C)C)cc2)CC1 (configuration not stated)	-3	-0.1	0.8	8
12	O=C(Nc1ccc(Br)cc1)/C(=C/c1cccc([N+](=O)[O-])c1)NC(=O)c1cccs1	3	1.0	-0.7	-1

Grouped by structure, the entries above with an aryl thioether with sulfur outside any ring
entry	Molecule	MITF inh	FBW7 activator	GPR151 ag	TEAD-YAP inh
6	CCOC(=O)c1c(NC(=O)CSc2nnc(CNC(=O)COc3ccccc3)n2CCc2ccccc2)sc2c1CCC2	-11	-0.2	1.5	-2
8	N#Cc1c(-c2ccc(F)cc2)cc(-c2cccs2)nc1SCc1ccc(Cl)c(Cl)c1	1	-0.1	-2.2	-2

Back to the main list with the 5 entries that preceded the break.
entry	Molecule	MITF inh	FBW7 activator	GPR151 ag	TEAD-YAP inh
8	N#Cc1c(-c2ccc(F)cc2)cc(-c2cccs2)nc1SCc1ccc(Cl)c(Cl)c1	1	-0.1	-2.2	-2
9	CCN1CCN(C(c2cccs2)C(C)NC(=O)C(=O)NCc2ccccc2OC)CC1 (configuration not stated)	14	0.0	-0.5	7
10	Cc1ccc(N2C(=O)C3C(C2=O)C2C=CC3C23CC3)cc1C (configuration not stated)	5	0.0	-0.6	6
11	CCCCCCCC1CCC(c2ccc(C(=O)CCN(C)C)cc2)CC1 (configuration not stated)	-3	-0.1	0.8	8
12	O=C(Nc1ccc(Br)cc1)/C(=C/c1cccc([N+](=O)[O-])c1)NC(=O)c1cccs1	3	1.0	-0.7	-1
13	NC(=O)c1nc(-c2cccc(O)c2)nc2c1[nH]c(=O)n2-c1ccc(Cl)cc1	-10	0.1	-0.1	2
14	O=C(NC1C(=O)NNC1c1ccccc1)c1ccccc1 (configuration not stated)	-4	-0.2	1.3	-6
15	Cn1c(=O)c2cc(C(=O)Nc3cccc(C#N)c3)sc2c2ccccc21	19	-0.2	-0.6	-2
16	O=C(NC1CCS(=O)(=O)C1)c1ccc(F)cc1 (configuration not stated)	0	0.0	0.4	-4
17	O=C(CCC(=O)NCCc1ccccc1)NCCc1ccccc1	-12	0.0	0.0	6
18	O=C(NC(=S)Nc1cccc(-c2nc3ncccc3o2)c1)c1cc2ccccc2o1	20	0.0	-0.7	8
19	CCN1CCN(CCOc2ccc3c(=O)c(-c4ccccc4)coc3c2)CC1	-5	0.0	-0.9	-12
20	CC(C)(C)CC(C)(C)c1ccc(OCC(=O)NNC(=O)CCCCCN2C(=O)c3ccccc3C2=O)cc1	-8	0.1	0.7	1
21	O=C1NC(=Nc2ccccc2Cl)S/C1=C\c1ccccc1OCc1ccccc1Cl	7	0.0	-0.4	1
22	CSc1ncc(F)c(N(C)C)n1	5	-0.2	1.1	5
23	Cc1ccc(NC(=O)Cn2cnc3c2c(=O)n(C)c(=O)n3C)cc1	6	0.2	1.4	5
24	O=C1CSc2ccccc2N1Cc1ccc(Cl)cc1	11	0.8	-0.3	18
25	Cc1cccc(-n2c(CNC(=O)c3ccco3)nnc2SCC(=O)N2CCc3ccccc32)c1	8	0.3	-1.4	-3
26	O=C(CCn1c(=S)[nH]c2ccccc2c1=O)N1CCCC1	5	-0.2	2.5	-25
27	O=C(O)c1cccc(N2C(=O)C3C4C=CC(C5CC45)C3C2=O)c1 (configuration not stated)	2	-0.1	0.1	-13
28	CCCSc1nnc(NC(=O)c2nc(S(C)(=O)=O)ncc2Cl)s1	0	-0.2	0.5	-10
29	CC(C)CCNc1c2c(nc3nncn13)CCC2	5	-0.1	0.8	9
30	O=C(NC1CCCCC1)[C@H]1C=CCN1C(=O)c1ccc(F)cc1	-1	0.1	0.1	-5
31	CCOC(=O)CSc1nc2c(c(=O)n1-c1ccc(F)cc1)SCC2	-15	-0.2	-0.3	-1
32	CSc1nc(O)c(Cc2ccc(OCC(C)C)cc2)c(=O)[nH]1	-3	-0.1	-2.0	-9
33	Cc1ccc(-n2cc(-c3ccccc3)c3c(NCc4ccco4)ncnc32)cc1Cl	1	-0.1	1.5	-6
34	O=C(CCCSc1ccccc1)NNC(=O)Cc1ccccc1	10	-0.1	-1.4	9
35	CC(C)N(C(=O)NC(=O)Nc1ccc(S(=O)(=O)N2CCCC2)cc1)S(C)(=O)=O	16	0.2	-1.0	4
36	Cc1cccc(C)c1NC(=O)c1cc(S(=O)(=O)N2CC(C)CC(C)C2)ccc1F (configuration not stated)	-12	0.0	-0.7	6
37	Oc1cccc(/C=N/Nc2nn[nH]n2)c1	5	0.2	-0.4	-1
38	CCN1C(=O)/C(=C/c2cccs2)N(C)C1=S	-1	0.4	0.9	-9
39	COc1ccc(-c2[nH]nc3c2C(c2cn[nH]c2-c2ccc(F)cc2)C(C#N)=C(N)O3)cc1 (configuration not stated)	8	0.1	0.0	-16
40	CCOc1ccc(C(=O)Nc2ccc3nn(-c4cccc(Cl)c4)nc3c2)cc1Br	-12	-0.3	-0.8	3
41	O=C1CSC(=S)N1NS(=O)(=O)c1ccccc1	1	0.0	0.2	7
42	O=C(/C=C/c1cccc([N+](=O)[O-])c1)N1CCCc2ccccc21	-1	-0.6	0.0	-21
43	CC(=O)Oc1ccc(/C=N/NC(=O)CCSc2ccccc2)cc1	12	0.1	0.3	-1
44	CCCC1C2c3ccccc3C(c3ccccc32)C1C(=O)Nc1ccc(OCC)cc1 (configuration not stated)	-3	0.1	-0.2	-4
45	NS(=O)(=O)c1ccc(NC(=O)C2Cc3ccccc3CN2S(=O)(=O)c2ccc(F)cc2)cc1 (configuration not stated)	3	-0.1	-0.9	-4
46	CCN(CC)S(=O)(=O)c1ccc2nc[nH]c2c1	12	-0.2	2.9	-4
47	CNS(=O)(=O)c1cccc(C(=O)OC2CCCCC2=O)c1 (configuration not stated)	11	-0.1	0.0	-2
48	CC(=O)Nc1ccc(NC(=O)C2CCCN(S(=O)(=O)N3CCOCC3)C2)cc1 (configuration not stated)	9	0.0	-0.1	4
49	CCC1CCCCN1Cc1ccc(CN2CNc3c(c(=O)n(C)c(=O)n3C)C2)o1 (configuration not stated)	-9	-0.3	-0.4	-4
50	Cn1c(NCCN)nc2c1c(=O)n(Cc1ccccc1)c(=O)n2C	2	0.1	-0.9	4
51	O=C(Cc1ccccc1)N/N=C/c1ccccc1[N+](=O)[O-]	9	0.1	0.7	-5
52	Cc1ccnc(N/N=C/c2ccccc2)n1	4	-0.7	-2.5	-52
53	Cc1cc(C)n2nc(SCC(=O)NC34CC5CC(CC(C5)C3)C4)nc2n1	4	-0.1	1.2	-1
54	COc1ccc(CC(CC(=O)Nc2ccc(OC)cc2)C(=O)O)cc1 (configuration not stated)	-1	0.0	-0.3	3
55	Cc1ccc(CNC(=O)c2ccccc2NC(=O)CSc2nnc(N)s2)cc1	1	0.0	-0.1	6
56	Cc1cc(C)n(-c2nc3ccccc3nc2N2CCN(C(=O)c3ccccc3)CC2)n1	-17	0.3	0.1	-6
57	CCn1c(=NC(=O)CN2C(=O)CCC2=O)sc2c(OC)ccc(OC)c21	2	-0.1	0.0	0
58	CCOC(=O)c1c(-c2ccc(-c3ccccc3)cc2)csc1NC(=S)Nc1ccccc1	-8	0.2	0.5	2
59	CCOC(=O)CC(=O)CSc1ccc2nnc(-c3ccc(OC)cc3)n2n1	1	-0.1	2.2	-3
60	COc1ccc(C(CNC(=O)c2c(F)cccc2Cl)N2CCN(C)CC2)cc1 (configuration not stated)	13	0.2	-1.4	1

Profiles, quoted from the list:
Profile of `Cc1cc(C)n(-c2nc3ccccc3nc2N2CCN(C(=O)c3ccccc3)CC2)n1` → MITF inh: -17; FBW7 activator: 0.3; GPR151 ag: 0.1; TEAD-YAP inh: -6
Profile of `CCC1CCCCN1Cc1ccc(CN2CNc3c(c(=O)n(C)c(=O)n3C)C2)o1` (configuration not stated) → MITF inh: -9; FBW7 activator: -0.3; GPR151 ag: -0.4; TEAD-YAP inh: -4

Other records:
entry	Molecule	MITF inh	FBW7 activator	GPR151 ag	TEAD-YAP inh
61	CCOC(=O)C1CCN(S(=O)(=O)c2ccc3c(c2)C(C)(C)C(=O)N3C)CC1	8	0.0	-0.1	-2
62	CCOc1ccc(NC(=O)CCC(=O)OC(C)C)cc1	-3	-0.1	-1.1	-5
63	Cc1ccn2c(CNC(C)c3cn(C)nc3C)c(C(=O)N3CCCCCC3)nc2c1 (configuration not stated)	10	-0.1	-0.6	-7
64	CCCOc1ccc(/C=N/Nc2nc(C)cc(C)n2)c(O)c1	26	-0.6	1.4	2
65	CCOc1ccc(-n2c(CNC(=O)c3ccc(S(=O)(=O)N4CCOCC4)cc3)nnc2SCC(=O)Nc2cc(C)ccc2C)cc1	1	0.4	0.4	-4
66	C=CCOc1ccc(/C=N/NC(=O)c2c(C)nc3ccc(Cl)cn23)cc1	-16	0.0	0.1	-2
67	CC(=O)c1ccc(NC(=O)Nc2ccc([N+](=O)[O-])cc2)cc1	-6	-0.1	0.4	-36
68	COc1ccc(-n2ncc3c(Nc4ccc(C)c(C)c4)ncnc32)cc1	-2	-0.1	-1.1	-15
69	CCOCCCNCc1ccc(OCc2ccccc2C)c(OC)c1	10	-0.1	-0.3	6
70	CCS(=O)(=O)c1ccc(O)c(NC(=O)c2cc(OC)c(OC)c(OC)c2)c1	10	0.6	0.2	3
71	O=C(CCCn1c(SCC(=O)NCc2ccccc2)nc2cc3c(cc2c1=O)OCO3)NCc1ccc2c(c1)OCO2	14	-0.1	-0.2	5
72	CN(C)c1ccc(C2NCCS2)cc1 (configuration not stated)	-15	-0.2	1.2	-3
73	Cc1sc(NC(=O)c2ccccc2)c(C(=O)NN)c1C	2	-0.1	0.5	-2
74	CCN(CC)S(=O)(=O)c1ccc2oc(C(=O)Nc3ccc(F)c(F)c3)c(C)c2c1	1	0.3	0.1	-1
75	COc1ccccc1CNC(=O)CSc1nnc2[nH]c3cc(C)cc(C)c3c2n1	28	0.1	0.3	-3
76	O=[N+]([O-])c1cc2c(cc1CN1CCN(CCOCCO)CC1)OCO2	-4	-0.1	-0.7	-11
77	COc1cccc(CN2CCC(CNc3cc(F)c(-c4ccncc4)cc3OCCN(C)C)C2)c1 (configuration not stated)	-2	-0.5	-1.9	-7
78	N#CC(C#N)=CN1CCc2ccccc2C1	1	-0.2	0.0	0
79	CCCNC(=O)Cn1ncn2c(cc3sc(CC)cc32)c1=O	-19	-0.1	-0.4	-4
80	CC(=O)c1cccc(NC(=S)N2CC(C)OC(C)C2)c1 (configuration not stated)	-12	-0.2	2.1	9
81	CCOC(=O)c1ccc(NC(=O)CN(c2ccc(F)cc2)S(C)(=O)=O)cc1	-22	0.0	0.4	-2
82	CCOc1ccc(-n2cc(-c3ccccc3)c3c(NC4CCCCC4)ncnc32)cc1	6	-0.1	0.9	1
83	Clc1ccc(-c2cnc3n2CCCCC3)cc1	-7	-0.3	-0.9	4
84	O=C(Nc1ccc(C2CC2(Cl)Cl)cc1)c1ccc([N+](=O)[O-])cc1 (configuration not stated)	17	-0.4	-0.5	-24
85	Cc1ccc(C2=CC(c3cccc(C)c3)n3nnnc3N2)cc1 (configuration not stated)	9	0.0	-0.5	4
86	O=C(c1ccccc1)c1ccc(OCC(O)CN2CCCCC2)cc1 (configuration not stated)	5	-0.2	0.5	-7
87	CC(=O)C1=C(Nc2ccc(Br)cc2)CC(C)(O)C(C(C)=O)C1c1ccc(C)cc1 (configuration not stated)	-2	0.2	1.2	2
88	COc1ccc(NC(=O)COc2cccc3c2CCN(Cc2ccc(C)cc2)C3=O)cc1	-22	0.0	3.4	-2
89	CC(=O)Oc1cccc(/C=C(\NC(=O)c2ccccc2C)C(=O)N2CC3CC(C2)c2cccc(=O)n2C3)c1 (configuration not stated)	-8	0.0	-1.8	-6
90	CC1=CC2=NC(=O)/C(=C\c3ccc(OCc4cccc(C)c4)cc3)C(=N)N2O1	11	0.7	-5.1	-20
91	Cc1ccc(C(=O)CSc2nc(O)cc(=O)[nH]2)cc1C	-24	-0.3	-0.7	1
92	CCCCCC(=O)Nc1ccc(C(=O)Nc2ccccc2Cl)cc1	7	0.0	2.6	-3
93	CCOC(=O)C1=C(C)OC(N)=C(C#N)C1c1ccc(C(C)(C)C)s1 (configuration not stated)	16	0.5	-0.8	-8
94	CCOc1ccc(C(=S)N2CCOCC2)c(OCC)c1	13	0.3	-2.0	1
95	COc1cc(CNc2ncccn2)cc(OC)c1OC	-7	0.0	0.1	2
96	O=C1CCN(c2ccc(C(F)(F)F)cn2)CCN1Cc1ccccn1	13	0.0	0.1	4
97	CC(Oc1cccc(Cl)c1)C(=O)NCCCn1ccnc1 (configuration not stated)	16	0.6	-0.2	4
98	Nc1ccc(C(=O)/C=C/c2ccc(F)cc2)cc1	-10	0.1	-0.6	-51

Compounds as they come; 3.4% or so of the library scored in one or more.
